HSP90 refold inh – HSP90 refolding inhibition in rabbit reticulocyte lysate | luciferase refolding luminescence, 3 h | inhibition, % at 5.6 µM | hit rate 0.91% among 290,000 | AID 1789;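 active = inhibition above the screen-wide mean plus 3 SD, computed separately per campaign, cut at about 16% in these data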;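 also: 0% = DMSO wells and 100% = 60 µM geldanamycin wells; inhibitors lower the luminescence because luciferase stays unfolded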
GSK3A inh – blocks human GSK-3 alpha kinase; inhibition, % at 10 µM; ADP-Glo luminescence, 60 min; hit rate 0.1% among 320,000;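 in the data active = inhibition above about 50%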;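 also: GST-tagged GSK-3 alpha with peptide substrate and 25 µM ATP; 0% = DMSO neutral wells and 100% = GW8510 positive control wells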
Target sequence (P49840 whole entry, looked up): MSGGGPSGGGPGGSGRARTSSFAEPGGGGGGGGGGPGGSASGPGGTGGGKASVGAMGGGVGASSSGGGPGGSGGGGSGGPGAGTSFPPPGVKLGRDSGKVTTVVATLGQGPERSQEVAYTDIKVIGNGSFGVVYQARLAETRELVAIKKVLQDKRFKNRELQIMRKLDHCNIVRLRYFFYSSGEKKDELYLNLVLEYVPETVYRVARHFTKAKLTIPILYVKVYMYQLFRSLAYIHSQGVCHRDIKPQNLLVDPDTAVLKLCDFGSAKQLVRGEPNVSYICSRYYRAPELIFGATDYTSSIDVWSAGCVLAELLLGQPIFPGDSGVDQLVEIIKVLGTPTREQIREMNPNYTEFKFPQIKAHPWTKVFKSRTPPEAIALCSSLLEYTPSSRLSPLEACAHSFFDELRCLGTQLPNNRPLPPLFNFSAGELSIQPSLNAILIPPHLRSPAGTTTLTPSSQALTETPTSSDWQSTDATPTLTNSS
IEC-6 tox – counter-screen for KLF5 inhibitors: cytotoxicity in IEC-6 cells. IEC-6 cytotoxicity, luminescence viability. inhibition, % at 5 µM. hit rate 0.78% among 290,000. AID 1825; in the data active = inhibition above about 22%;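 also: 0% = plate median of test compound wells and 100% = cytotoxic reference compound wells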
HSF1 activator – increases HSF-1 driven luciferase reporter signal; NIH3T3-HGL HSF-1 luciferase reporter, MG132, 8 h; 100% = twice DMSO control signal; activation, % at 9 µM; hit rate 1.7% among 300,000; AID 504408;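 active = mean replicate activation of at least 50% with a set share of replicates each reaching 50%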;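 also: 0% = median of the neutral control wells and 100% = twice that signal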
KLF5 inhibitor – kruppel-like factor 5 inhibition | DLD-1 KLF5 promoter-luciferase reporter, luminescence | inhibition, % at 5 µM | hit rate 0.23% among 290,000 | AID 1700;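 active = inhibition above a per-plate limit of that plate's mean compound inhibition plus 3 SD, cut at about 60% in these data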;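 also: 0% = DMSO wells and 100% = LY294002 at 200 µM; higher means less KLF5 promoter-driven luciferase light; inactives centre near -14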
AI-2 QS mod – modulators of Vibrio harveyi AI-2 quorum sensing system; activity change, % at 7.5 µM; hit rate 0.4% among 300,000; AID 2094; Vibrio harveyi JMH597 AI-2 luminescence/OD600 ratio, 9 h; stronger effect = lower value; strain lacks LuxN and CqsS sensors; 0 = neutral-control median; in the data active = activity change below about -75%, passing the limit was not always enough;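 also: luminescence divided by OD600 gain over 9 h not by final OD600 alone; inactives centre near 13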
GSK3beta inhib – blocks human GSK3beta kinase activity | P49841 | GST-GSK3beta kinase, ADP-Glo luminescence, 60 min; stronger effect = lower value | AID 2097 | activity score (negative = inhibition), % at 10 µM | hit rate 0.038% among 300,000;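 active = more than half of replicate wells score below -50%, meaning over 50% inhibition versus plate controls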;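 also: 0% = median DMSO wells and -100% = median GW8510 positive control wells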
Target sequence (P49841 whole entry, looked up): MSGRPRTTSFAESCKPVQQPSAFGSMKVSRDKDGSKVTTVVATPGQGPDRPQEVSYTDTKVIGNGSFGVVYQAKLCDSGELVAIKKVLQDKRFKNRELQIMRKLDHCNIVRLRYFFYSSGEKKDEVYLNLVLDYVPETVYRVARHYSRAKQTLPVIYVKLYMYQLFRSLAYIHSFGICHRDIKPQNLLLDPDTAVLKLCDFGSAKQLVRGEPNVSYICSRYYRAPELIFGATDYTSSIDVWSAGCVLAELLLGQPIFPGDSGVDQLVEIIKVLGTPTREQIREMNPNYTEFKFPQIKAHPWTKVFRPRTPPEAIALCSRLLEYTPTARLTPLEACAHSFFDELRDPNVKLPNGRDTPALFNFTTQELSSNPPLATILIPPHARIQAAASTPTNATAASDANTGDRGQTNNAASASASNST
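test system = GST-tagged human GSK3beta kinase, cell-free | reagent = 25 µM ATP with peptide substrate | dosing = one dose of 10 µM per compound | schedule = 60 min reaction, RT | detection = luminescent ADP-Glo measurement of ADP formed | control set = DMSO neutral wells and GW8510 at 20 µM as positive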
aSyn UTR inh – 5' untranslated region of α-synuclein, MLPCN primary screen; inhibition, % (tested at 7.5 µM); hit rate 0.82% among 300,000; alpha-synuclein 5'UTR reporter, inhibitor activity; in the data active = inhibition above about 60%;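 also: H4 neuroglioblastoma cells stably carrying SNCA 5'UTR luciferase fusion; 0% = DMSO wells and 100% = positive control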
HIF act – HIF pathway transcriptional activation; AID 1910; hit rate 0.32% among 300,000; U2OS HRE-luciferase reporter, luminescence; normalized: DMSO 0%, desferrioxamine 100%; activation, % at 7.5 µM (by protocol);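 active = mean activation of at least 10% of the iron chelator positive control signal, with at least half of replicates also reaching 10%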
HSF1 inh – HSF1 inhibition; hit rate 0.77% among 300,000; AID 2098; NIH3T3-HGL HSE-luciferase, MG132-induced, luminescence 8 h; stronger effect = lower value; activity change, negative = inhibition, % at 7.5 µM (by protocol);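 active = more than half of replicate wells show activity change below -50%, luminescence cut by over half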;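 also: luciferase reports HSF-1 transcriptional activity via heat shock element; 0% = median of DMSO wells and -100% = zero luminescence signal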
Starred values were filed as active, the others as inactive; · = no result given.

SMILES | HSP90 refold inh | GSK3A inh | IEC-6 tox | HSF1 activator | KLF5 inhibitor | AI-2 QS mod | GSK3beta inhib | aSyn UTR inh | HIF act | HSF1 inh
COc1cccc(CN2CCC(C(=O)Nc3ccc(-c4cccc(C)c4)cc3)CC2)c1O | 5 | 0 | 2 | -3 | -59 | 25 | 2 | -29 | 0.4 | -1
O=C(c1ccc2c(=O)n(Cc3ccco3)c(=S)[nH]c2c1)N1CCN(Cc2ccccc2)CC1 | 4 | 0 | -2 | 43 | -29 | 18 | 0 | 10 | -0.5 | 7
N#Cc1ccc(NC(=O)COC(=O)CCc2nc3ccccc3c(=O)[nH]2)cc1 | 1 | -1 | 5 | 1 | -18 | -9 | 1 | -13 | -0.2 | -3
Cc1cc(OCC(=O)NCc2nc(-c3ccccc3)no2)c(C)cc1Br | 2 | 1 | -2 | -16 | -33 | 7 | -3 | 4 | -0.1 | -19
O=C(NNC(=S)NC1CCCCC1)c1ccccc1Br | -2 | -2 | -3 | 34 | -76 | 24 | 5 | -43 | 0.6 | 15
Cc1cc(C)c(C)c(S(=O)(=O)N2CCN(C(=O)c3ccco3)CC2)c1C | · | -1 | · | 0 | · | 15 | 4 | -17 | 0.1 | -8
CCCn1cc(SCC(=O)NCc2ccc3c(c2)OCO3)c2ccccc21 | 0 | -7 | 1 | 11 | -22 | 0 | -2 | 14 | 0.9 | 5
CCC(=O)n1nc(-c2ccccc2)nc1SCC(=O)Nc1ccc(C)cc1 | -2 | 3 | 0 | 4 | -14 | 11 | -1 | -30 | 0.0 | -11
Cc1ccc(/C=N/NC(=O)Cc2c(F)cccc2Cl)s1 | 3 | 2 | 0 | 22 | -43 | 0 | -5 | -50 | 2.1 | 5
COc1ccc(-c2nnn(CC(=O)N(Cc3ccccc3Cl)C(C(=O)NCC3CCCO3)c3ccco3)n2)cc1OC (stereo unspecified) | 3 | 0 | 0 | 3 | -3 | -1 | 0 | 15 | 0.1 | -9
CCOC(=O)C1=C(CCc2ccccc2)NC(=O)NC1c1ccc(Br)cc1 (stereo unspecified) | -2 | -4 | -1 | 12 | -7 | 23 | 1 | 35 | -0.3 | 25
C/C(=N\NC(=O)c1ccccc1F)c1cccc(NC(=O)c2ccccc2)c1 | -1 | -5 | 0 | -48 | -49 | 8 | -5 | -94 | 1.6 | -32
O=C(O)C1CCCCC1C(=O)NC(c1ccccc1)c1ccccc1 (stereo unspecified) | 4 | -2 | 3 | 18 | 6 | 12 | 2 | 3 | -0.2 | 7
CCn1nc(C)cc1C(=O)NC1CCCc2c1cnn2-c1cc(F)cc(F)c1 (stereo unspecified) | -9 | 1 | 2 | 11 | -20 | -12 | 2 | -36 | 1.3 | 2
Cc1ccc(CN2CC(C(=O)Nc3cccc(S(=O)(=O)N4CCCCC4)c3)CC2=O)cc1 (stereo unspecified) | 7 | 0 | -2 | -1 | -26 | 26 | 3 | -2 | -0.1 | 6
Cc1ccc(C(=O)N/N=C/c2ccc(-c3cccc(C(F)(F)F)c3)o2)cn1 | -3 | 3 | 28* | 13 | 35 | 32 | -3 | 65* | -0.1 | -8
CCOC(=O)c1c(C)[nH]c(C2=NNC(=Nc3ccccc3)SC2)c1C | 0 | · | -2 | -35 | -1 | 40 | 2 | -97 | 0.2 | -27
Cc1ccccc1NC(=O)/C=C/c1ccc([N+](=O)[O-])s1 | 3 | 1 | 14 | -3 | 2 | 46 | 1 | -80 | 0.8 | -6
C/C(=N\NC(=O)c1ccc(CSc2nncn2C)cc1)c1cccs1 | 0 | 0 | 1 | 0 | -33 | 15 | 2 | -62 | 0.8 | -16
Cc1ccc(Cl)cc1NC(=O)C(NS(=O)(=O)c1cccs1)c1ccccc1 (stereo unspecified) | -4 | 0 | 2 | 21 | -1 | -2 | -1 | -10 | -0.4 | 3
Cc1cc(C)n2nc(Sc3ncccc3[N+](=O)[O-])nc2n1 | 8 | -1 | 3 | 17 | 5 | 15 | 1 | -18 | 0.0 | -7
Cc1ccc(CNC(=O)C2CCN(S(=O)(=O)N3CCOCC3)CC2)cc1 | -2 | -1 | -4 | -6 | 2 | -2 | 0 | 9 | -0.1 | -12
CC(=O)Nc1ccc(NC(=O)COc2ccc(S(=O)(=O)N3CCCC3)cc2)cc1 | 0 | -1 | -3 | 4 | 4 | 18 | 1 | -13 | 0.3 | -4
CN=C(C)/C(C(=O)OC)=C(/O)c1ccccc1F | 6 | -2 | 0 | 8 | -42 | 8 | -3 | 14 | -0.4 | 1
CC(=O)Nc1cccc(-c2cn3ccc(C)cc3n2)c1 | 2 | 14 | 3 | 47 | -179 | 22 | -7 | -107 | 2.9 | 19
O=C(CSCc1cccc(Br)c1)N=Nc1c(O)[nH]c2ccccc12 | 1 | 2 | -5 | 9 | 5 | 5 | -2 | -5 | -0.1 | 1
COc1ccc(C(CNC(=O)C(=O)NC2CCCCC2)N2CCN(C)CC2)cc1 (stereo unspecified) | · | 0 | · | 3 | · | 14 | 1 | -7 | 0.1 | -5
O=C(O)CN1C(=O)NC2NC(=O)NC21 (stereo unspecified) | -2 | -1 | -8 | -3 | -18 | 0 | 3 | 3 | -0.3 | -9
O=C(Nc1ccc(Oc2cccnc2)cc1)C1CCN(Cc2ccccc2F)CC1 | 0 | · | -7 | -10 | -19 | 11 | -2 | 15 | -1.0 | -3
CC(C)Cn1c2ccccc2c2cc(C(=O)O)ccc21 | 1 | -1 | 10 | 28 | -17 | 18 | 1 | 14 | -0.3 | -3
COc1ccc2nc3c(c(-c4ccccc4)c2c1)CCC3 | 6 | 15 | -3 | -17 | -15 | 23 | -1 | -4 | 1.0 | -8
Cc1ccc(C)c(NC(=O)C(OC(=O)c2cnc(C)cn2)c2ccccc2)c1 (stereo unspecified) | · | -2 | · | -1 | · | 1 | 0 | 6 | -0.2 | -4
O=C(Oc1cccc([N+](=O)[O-])c1)N1CCCCC1 | 2 | · | -3 | 2 | -33 | 49 | -5 | 4 | 0.0 | -7
Cc1ccc(S(=O)(=O)NCC(c2ccccc2)N2CCCCC2)cc1 (stereo unspecified) | 1 | -16 | -2 | 9 | 4 | 7 | -1 | -45 | 0.0 | -3
O=C(NCCCN1CCCC1=O)c1cccc(Oc2ccccc2)c1 | -2 | 0 | 1 | 13 | -17 | 7 | 1 | -24 | 0.2 | 3
COc1ccc(CNC(=O)CN(CCC(C)C)S(=O)(=O)c2ccc3c(c2)OCCO3)cc1 | 8 | -5 | 2 | 0 | -12 | 4 | 1 | 8 | -0.4 | 3
CN(N)c1nc(-c2ccccc2)nnc1C(F)(F)F | 5 | -1 | 0 | 6 | -18 | 27 | 0 | 4 | 0.2 | 3
COc1cccc(OC)c1C(=O)Nc1ccccc1N1CCCC1 | 1 | 1 | 4 | 13 | -8 | -3 | 0 | -4 | -11 | -9
CC(=O)N1CCN(c2nc(-c3ccco3)c3c(c2C#N)CC(C)(C)SC3)CC1 | -2 | 0 | -9 | 0 | -8 | -10 | 7 | 0 | -0.1 | -2
COc1ccc(OCCCC(=O)OC(C)C(=O)Nc2ccccc2[N+](=O)[O-])cc1 (stereo unspecified) | · | 1 | · | 11 | · | 11 | -2 | 13 | -0.2 | -2

Record cards, as listed above. Order of values: HSP90 refold inh | GSK3A inh | IEC-6 tox | HSF1 activator | KLF5 inhibitor | AI-2 QS mod | GSK3beta inhib | aSyn UTR inh | HIF act | HSF1 inh
COc1cccc(OC)c1C(=O)Nc1ccccc1N1CCCC1 as listed: 1 | 1 | 4 | 13 | -8 | -3 | 0 | -4 | -11 | -9
COc1ccc2nc3c(c(-c4ccccc4)c2c1)CCC3 as listed: 6 | 15 | -3 | -17 | -15 | 23 | -1 | -4 | 1.0 | -8

More compounds
SMILES | HSP90 refold inh | GSK3A inh | IEC-6 tox | HSF1 activator | KLF5 inhibitor | AI-2 QS mod | GSK3beta inhib | aSyn UTR inh | HIF act | HSF1 inh
CCOC(=O)c1cc2sccc2n1CCCN1C(=O)c2ccccc2C1=O | 7 | -1 | -8 | 14 | -16 | 15 | 6 | 24 | -0.3 | 6
Cc1cc(C)c(S(=O)(=O)c2ccccc2C)c(OCCO)n1 | 1 | 1 | 2 | -1 | -36 | -2 | -1 | 9 | -0.4 | -4
O=C(CCc1cn2ccccc2n1)NC1CCCc2c1cnn2-c1ccccc1F (stereo unspecified) | -1 | -1 | 2 | 0 | 9 | 6 | 6 | 3 | -0.6 | 2
COc1ccc(CCCC(=O)Nc2ccc(F)cc2)cc1 | 3 | 2 | 1 | 5 | 14 | -6 | -1 | -25 | 0.0 | -1
Nc1cc(=O)nc(SCC(=O)Nc2cccc3ccccc23)n1CCc1ccccc1 | 8 | 2 | 2 | 9 | 40 | 10 | 1 | -3 | 0.1 | 4
CCC(=O)Nc1sc2c(c1C#N)CC(C)(CC)OC2 (stereo unspecified) | -4 | -1 | 2 | 26 | -27 | 13 | 0 | -3 | 0.3 | 4
Cn1c(Cc2cccs2)nnc1SCC(=O)N1CCCc2ccccc21 | 5 | 1 | 2 | 0 | 10 | 9 | 1 | 12 | -0.2 | 8
O=C(Nc1ccc2c(c1)OCO2)c1ccc(NC2CC2)c([N+](=O)[O-])c1 | -7 | -1 | 3 | 14 | -20 | 20 | 6 | -29 | 1.0 | 4
CCOC(=O)c1cc2c(=O)c3ccccc3oc2nc1C | 4 | 0 | 10 | 1 | -8 | -8 | -1 | -153 | 1.9 | 15
O=C(Oc1ccc(-c2nnco2)cc1)C1CCN(C(=O)c2ccc(F)cc2)CC1 | -1 | 2 | -2 | -9 | -30 | 7 | -1 | 5 | 0.2 | -6
CC(=O)c1cc(CN2CCN(C(C)C)C(CCO)C2)cs1 (stereo unspecified) | 1 | 1 | -1 | 22 | -13 | 5 | 5 | -18 | -0.8 | 9
CCOc1ccc(CNCCCSc2ncccn2)cc1 | -3 | -5 | 2 | 2 | -18 | 5 | 1 | 1 | 0.3 | -2
CC(C)(C)C1C/C(=C/c2ccccn2)C(=O)/C(=C/c2ccccn2)C1 (stereo unspecified) | 4 | -2 | 4 | -31 | 4 | 18 | 0 | 103* | -4.5 | -34
CN1CCc2c(sc3nc(SCC(N)=O)n(-c4ccc(Cl)cc4)c(=O)c23)C1 | -2 | 0 | -1 | -1 | -42 | 3 | -5 | -6 | 0.0 | 1
Cc1nc(NC(=O)CSc2nccn2C)sc1C(=O)N(C)C | 2 | -2 | 3 | -9 | -28 | -14 | -8 | -15 | 0.6 | -1
Cc1cc(=O)oc2c3c(cc(OCC(=O)Nc4cccnc4)c12)OC(C)(C)CC3 | 1 | -2 | 3 | -2 | -13 | 51 | 0 | 37 | 0.2 | -9
C[C@H](CO)NC(=O)[C@H](C)[C@H]1C[C@]1(C)[C@H](NC(=O)OCc1ccccc1)c1ccccc1 | 3 | -3 | 4 | 11 | -22 | 19 | 5 | 14 | 1.1 | 0
COCCNc1nc(SCc2ccccc2)nc2sc3c(c12)CCC3 | -1 | -2 | -4 | -1 | -5 | 3 | 2 | 40 | 0.0 | 0
Cc1nc(CSc2ccc(Cl)cc2)cc(N2CC(C)OC(C)C2)n1 (stereo unspecified) | -3 | -2 | 2 | 16 | -11 | 4 | 1 | 18 | -0.2 | 10

Source: PubChem BioAssay
